Tb hexokinase – blocks Trypanosoma brucei hexokinase 1 activity; recombinant TbHK1, G6PDH-coupled NADH A340; inhibition, % at 10 µM; actives 0.11% (n = 220,000); AID 1430;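 active means inhibition of 50% or more in the single-dose primary screen; inactive means inhibition below 50%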
NCF1 inh – inhibitors of human p47phox binding; actives 0.53% (n = 220,000); p47phox/p22phox peptide binding, fluorescence polarization, 2 h; inhibition, % at 24.7 µM; P14598;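 active means inhibition above about 30%, limit read from the data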;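 further: 0% = p47phox with labelled peptide and 100% = labelled peptide alone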
Target sequence (P14598 whole entry, looked up): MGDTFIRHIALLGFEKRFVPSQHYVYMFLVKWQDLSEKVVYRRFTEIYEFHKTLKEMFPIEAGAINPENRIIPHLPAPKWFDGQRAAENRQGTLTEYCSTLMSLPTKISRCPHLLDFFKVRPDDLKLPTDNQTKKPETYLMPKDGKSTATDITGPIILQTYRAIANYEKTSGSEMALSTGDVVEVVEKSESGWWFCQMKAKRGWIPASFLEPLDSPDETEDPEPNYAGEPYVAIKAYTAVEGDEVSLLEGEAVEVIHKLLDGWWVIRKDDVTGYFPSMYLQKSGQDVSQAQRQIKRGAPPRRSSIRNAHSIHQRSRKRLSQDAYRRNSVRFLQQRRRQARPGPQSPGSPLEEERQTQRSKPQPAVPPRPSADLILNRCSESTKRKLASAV
14-3-3 Bad PPI – disrupts binding of bovine 14-3-3 zeta to phospho-Bad peptide. P63103. TR-FRET 14-3-3zeta/Dy647-pBad peptide displacement, 1 h. inhibition, % at 21.7 µM. actives 0.71% (n = 220,000);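 active means inhibition above about 70%, limit read from the data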;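 further: 0% = full 14-3-3 plus peptide FRET controls and 100% = background without 14-3-3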
MDM2 E3 inh – Mdm2 E3 ligase (human) inhibition; Q00987; cell-based MDM2 ubiquitination luciferase reporter, 2 h; 0 = plate control, 100 = twice control, blank-subtracted; signal enhancement, % at 5 µM; actives 0.11% (n = 210,000);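 active means signal enhancement of 30% or more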;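 further: luminescence tracks abundance of the self-degrading MDM2-luciferase fusion protein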
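Material: Stable MDM2–luciferase fusion reporter cells | Amount: 2000 cells seeded into each well | Dosing: One concentration, 5 µM, with 0.2% DMSO | Incubation: 4 h cell settling then 2 h compound exposure, 37 °C | Measured by: Luciferase luminescence | Read-out basis: % enhancement relative to plate controls after blank subtraction | Benchmarks: Control and blank well means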
Runt-CBFb FRET – inhibitors of human RUNX1 Runt domain binding to CBFb; inhibition, % at 20 µM; AID 1496; Q01196+Q13951; Cerulean-Runt/Venus-CBFb FRET ratio 530/480, 1 h; actives 0.46% (n = 220,000);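 active means inhibition over about 50% at 20 µM in the single-dose screen, limit read from the data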;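 further: 0% = DMSO wells and 100% = excess unlabeled CBFb competitor control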
Target sequence (Q01196 whole entry, looked up, the tested form may be a part): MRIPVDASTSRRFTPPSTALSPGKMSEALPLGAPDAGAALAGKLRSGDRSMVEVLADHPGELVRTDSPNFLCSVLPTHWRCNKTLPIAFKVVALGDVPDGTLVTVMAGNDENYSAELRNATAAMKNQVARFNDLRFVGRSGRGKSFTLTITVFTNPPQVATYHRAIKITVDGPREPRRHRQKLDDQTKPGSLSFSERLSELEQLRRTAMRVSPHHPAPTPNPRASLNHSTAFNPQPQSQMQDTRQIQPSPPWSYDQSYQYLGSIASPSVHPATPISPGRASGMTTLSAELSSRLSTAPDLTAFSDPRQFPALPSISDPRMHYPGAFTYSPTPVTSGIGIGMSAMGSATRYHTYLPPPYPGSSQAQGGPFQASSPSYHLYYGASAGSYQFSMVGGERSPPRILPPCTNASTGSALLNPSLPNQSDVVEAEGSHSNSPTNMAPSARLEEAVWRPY
Target sequence (Q13951 whole entry, looked up, the tested form may be a part): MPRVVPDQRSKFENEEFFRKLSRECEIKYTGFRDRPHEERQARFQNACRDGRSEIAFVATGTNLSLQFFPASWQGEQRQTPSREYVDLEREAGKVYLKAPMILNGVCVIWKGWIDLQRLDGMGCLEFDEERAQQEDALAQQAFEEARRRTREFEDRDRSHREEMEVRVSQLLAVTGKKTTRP
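Buffer or medium: Tris pH 7.5 buffer with BSA. Assay system: Cerulean-labeled Runt domain protein. Amount: each fluorescent fusion protein 100 nM. Read-out basis: loss of energy transfer signal. Incubation: 1 h compound exposure, room temperature. Probe or stimulus: Venus-CBFb binding partner, 100 nM. Detection: FRET, excitation 422 nm, emission at 530 and 480 nm.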
Runt-SMMHC FRET – Runt domain-CBFb-SMMHC interaction inhibition; Cerulean-Runt/Venus-CBFb-SMMHC FRET ratio 530/480, 1 h; actives 0.74% (n = 220,000); inhibition, % at 20 µM; AID 1434;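 active means mean inhibition across duplicate retests at 20 µM reaching about 50%, limit read from the data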;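 further: 0% = DMSO wells and 100% = wells with excess untagged CBFb-SMMHC; inhibitors lower the FRET ratio by blocking Runt binding to CBFb-SMMHC; some results filed as inactive read as strong as hits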
zVAD death inh – blocks zVAD induced death of L929 cells; L929 zVAD necroptosis rescue, ATP luminescence, 24 h; with zVAD 60 µM; viability rescue, % at 10 µM; actives 0.38% (n = 220,000);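 active means activation, scaled between plate controls, above about 75%, limit read from the data; inactive means activation under that limit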;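 further: 0% = zVAD with DMSO and 100% = DMSO alone without zVAD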
Hck-Nef inh – inhibitors of human Hck kinase activated by Nef; P08631; Recombinant Hck-YEEI plus Nef, Z-Lyte FRET kinase assay; actives 0.68% (n = 220,000); inhibition, % at 20 µM;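 active means Hck-Nef kinase inhibition above about 50%, limit read from the data; inactive means inhibition below that limit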;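 further: 0% = DMSO with Hck plus Nef and 100% = Hck alone without Nef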
EBV gp42 block – blocks Epstein-Barr virus glycoprotein 42 binding | Q1HVG2 | Fluorescence polarization binding assay, mP read-out | inhibition, % (tested at 21.74 µM) | actives 0.42% (n = 220,000) | AID 1085; in the data active means inhibition above about 50%
Starred values were filed as active, the others as inactive; nt = no result given; [ ] = dose if it differs, or a comment.

SMILES | Tb hexokinase | NCF1 inh | 14-3-3 Bad PPI | MDM2 E3 inh | Runt-CBFb FRET | Runt-SMMHC FRET | zVAD death inh | Hck-Nef inh | EBV gp42 block
COC(=O)CSc1nc2ccc(C)cc2cc1C#N | 1 | -2 | -9 | -15 | -4 | -12 | 3.7 | -2 | 10
CCOC(=O)c1ccc2c(c1)NCc1cccc(OC)c1O2 | -9 | -19 | -2 | -8 | 2 | -31 | 1.8 | 13 | 14
CC1=CC(C)(C)N(C(=O)c2ccccc2)c2ccccc21 | -2 | -13 | -11[fluorescence artefact?] | -4 | -1 | 0 | -0.4 | 4 | -4
CN1C[C@@H]2C(c3ccccc3)C3(c4ccccc4)CC2(C3)[C@H]1c1ccccc1 (some centres undefined) | 12 | -29 | 1 | 18 | 2 | 0 | -0.4 | 28 | -17
O=C(CCS(=O)(=O)c1ccccc1)Nc1nc(-c2cccs2)cs1 | 4 | -11 | 3 | nt | -2 | 0 | 36 | -4 | -7
Cn1c(=O)c2c(ncn2CC(=O)Nc2ccc(N3CCOCC3)cc2)n(C)c1=O | -5 | -3 | -2 | -19 | 0 | -1 | -0.6 | 1 | -11
COc1ccc(C(=O)Nc2ccccc2C(=O)N/N=C/c2ccccc2OC)cc1 | -6 | -3 | -8 | -17 | 0 | -4 | -0.1 | 2 | 3
Cc1c(N2C(=O)/C(=C3/C(=O)N(C)c4ccccc43)SC2=S)c(=O)n(-c2ccccc2)n1C | -4 | -9 | 2 | -12 | 8 | 6 | -0.1 | 0 | -7
CCc1nnc(NC(=O)CSc2nc(C)cc(C)c2C#N)s1 | 2 | -2 | -2 | -29 | 21 | 26 | -0.1 | -20 | 4
Cc1cccc(S(=O)(=O)Nc2cccc3c2C(=O)c2ccccc2-3)c1 | 7 | -12 | -15 | -5 | -76 | -253 | -0.2 | 1 | -5
Cn1ncc(Cl)c1C(=O)Nc1ccncc1 | -3 | -10 | 4[fluorescence artefact?] | -4 | -3 | -2 | -0.5 | 1 | -16
CN1CCN(CCOc2cccc(Cl)c2)CC1 | 5 | -16 | 73* | -16 | 0 | -1 | -0.5 | -1 | -27
C=CCn1c(SCn2nnc3ccccc3c2=O)nc2scc(-c3cccs3)c2c1=O | -38 | -33 | -9 | -5 | 0 | 2 | 0.8 | -2 | -18
CCN(c1ccccc1)S(=O)(=O)c1cc(NC(=O)COC(=O)C2CC2)ccc1Cl | -11 | nt | 5 | nt | -3 | 1 | -0.6 | 10 | -10
CC(Oc1ccc(-c2ccccc2)c(F)c1)c1ccn(S(=O)(=O)c2ccc(Br)cc2)n1 (centres undefined) | 1 | -6 | -5 | -7 | 2 | 1 | 0.1 | 0 | -12

Continued; it opens with the 3 that closed the last part.
SMILES | Tb hexokinase | NCF1 inh | 14-3-3 Bad PPI | MDM2 E3 inh | Runt-CBFb FRET | Runt-SMMHC FRET | zVAD death inh | Hck-Nef inh | EBV gp42 block
C=CCn1c(SCn2nnc3ccccc3c2=O)nc2scc(-c3cccs3)c2c1=O | -38 | -33 | -9 | -5 | 0 | 2 | 0.8 | -2 | -18
CCN(c1ccccc1)S(=O)(=O)c1cc(NC(=O)COC(=O)C2CC2)ccc1Cl | -11 | nt | 5 | nt | -3 | 1 | -0.6 | 10 | -10
CC(Oc1ccc(-c2ccccc2)c(F)c1)c1ccn(S(=O)(=O)c2ccc(Br)cc2)n1 (centres undefined) | 1 | -6 | -5 | -7 | 2 | 1 | 0.1 | 0 | -12
CC(C)(C)OC(=O)N1CCC[C@H]1c1nnc(SCc2ccccc2F)o1 | 1 | -3 | 5[fluorescence artefact?] | -5 | -3 | 3 | 0.1 | 1 | -18
COc1ccc(OCCSc2nnc(-c3ccc(OC)cc3)n2N)cc1 | -3 | 0 | 1 | -12 | 3 | -2 | 0.5 | 6 | -23
COc1ccc(NC(=O)CCN2CCN(S(=O)(=O)c3cc(Cl)ccc3Cl)CC2)cc1 | -8 | -8 | 7 | -6 | -2 | -6 | -0.4 | 0 | -7
CN(CCc1ccccn1)C(=S)Nc1ccc(Cl)cc1Cl | 1 | 0 | -3 | -12 | 0 | 1 | 1.1 | 27 | -1
COc1ccc(N2CCN(C(CNC(=O)C(=O)NCCCn3ccnc3)c3cccnc3)CC2)cc1 (centres undefined) | -4 | 1 | -13 | -1 | 0 | 4 | 1.0 | 25 | -2
CCCCc1c(C)nc2ccccc2c1SCCC(=O)O | -3 | -4 | -11 | -5 | -2 | 1 | 2.9 | 21 | -6
c1ccc(CCNC2=NCCCS2)cc1 | -2 | 0 | 10 | -20 | -2 | 1 | 0.6 | 0 | -29
COCCn1c(=NC(=O)/C=C/c2cccs2)sc2cc(NC(C)=O)ccc21 | -28 | -36 | 27 | -12 | -349 | -135 | 31 | 12 | -48
COc1ccc(C2CC(c3ccccc3)=NN2C(=O)COC(=O)c2cc(S(=O)(=O)N3CCOCC3)ccc2Cl)cc1 (centres undefined) | -11 | -6 | -5 | 5 | -7 | 3 | 0.3 | 0 | -17
CC(=O)CCc1c(C)[nH]c2ccccc2c1=O | -7 | -11 | 3 | -13 | 0 | 1 | 0.3 | 1 | -7
COc1ccc(N2CCN(Cc3nc4c(c(=O)[nH]c(=O)n4C)n3CCCc3ccccc3)CC2)cc1 | -7 | -11 | -8 | -7 | -3 | 1 | -0.1 | 1 | -9
CCS(=O)(=O)N1CCC(C(=O)NCCCN2CCCC2)CC1 | -2 | -5 | -14 | 6 | -1 | -3 | 1.0 | 1 | -8
CCCOc1c(Cl)cc(/C=N/O)cc1OCC | 7 | -4 | 0 | -11 | -1 | 1 | 0.3 | 10 | 1
CCCC(=O)Nc1cc(C(=O)O)ccc1Sc1ccc(C)cc1 | 13 | -3 | -7 | -18 | 0 | 1 | -0.9 | -1 | -10
CCc1ccc(S(=O)(=O)NC(=S)NC2CCCCC2)cc1 | -9 | 15 | 3 | -6 | 3 | 2 | 1.0 | 0 | 3
CC1=CC(C)(C)N2C(=O)C3(C(C#N)=C(N)Oc4cc(C)oc(=O)c43)c3cccc1c32 (centres undefined) | -2 | -6 | 11 | -10 | -2 | -3 | -0.9 | 9 | -15
CCOc1ccc(/C=N/NC(=O)CSc2n[nH]c(=O)[nH]c2=O)cc1OC | -11 | 1 | -1 | -10 | 0 | 0 | 0.5 | 19 | -2
CN(C)/C=C(/C(=O)c1ccccc1)S(=O)(=O)c1ccc(Cl)cc1 | -4 | -3 | -10 | -23 | 0 | 1 | 0.9 | 1 | -5
Cc1cccc(C)c1OCC(=O)OC/C(O)=C(\C#N)c1nc2ccccc2[nH]1 | -6 | -45 | -13 | -14 | 3 | 1 | 43 | 5 | -16
S=C1N(c2ccccc2)C(c2ccc(Br)cc2)N2CCCN12 (centres undefined) | -2 | 5 | 8 | -1 | 0 | -2 | -0.6 | -8 | 3
C=CCn1c(=O)c2c3c(sc2n2c(Nc4ccccc4)nnc12)CCCC3 | 3 | -9 | 10 | -6 | -1 | 0 | -0.6 | -13 | -7
O=C1C2C3C=CC(C4CC34)C2C(=O)N1/N=C/c1ccc(-c2ccc([N+](=O)[O-])cc2)o1 (centres undefined) | -3 | -25 | 2 | -1 | 4 | -46 | 8.8 | -14 | -11
COc1nc(-c2ccccc2)ncc1S(=O)(=O)c1ccccc1 | 8 | -8 | -8 | -14 | -1 | -2 | 2.0 | 11 | -2
CC(=O)Nc1cccc(N/C(N)=N/c2nc(C)cc(C)n2)c1 | -1 | -2 | -3 | -5 | 1 | -1 | 8.0 | 13 | -5
Cn1cc(CCC(=O)N2CCCC(C(=O)c3cccc4ccccc34)C2)cn1 (centres undefined) | 0 | 6 | 0 | -8 | 2 | 1 | -0.4 | 11 | -6
Cc1cc(C)c[n+](-c2nc3ccccc3nc2[N-]S(=O)(=O)c2cccs2)c1 | -8 | -14 | 9 | -9 | -1 | -17 | -0.6 | 1 | 1
O=C(COC(=O)/C=C/c1cccc(F)c1)Nc1ncccn1 | 12 | -7 | 15 | -7 | 1 | 1 | 0.4 | 5 | 2
NS(=O)(=O)c1cccc(NC(=O)CSc2nc3ccccc3n2-c2ccccc2)c1 | 6 | -16 | 2 | -7 | 2 | -8 | 0.2 | -22 | 12
COc1ccc(CC(=O)OCC(=O)Nc2cccnc2Cl)cc1OC | 9 | -10 | 7 | 3 | -1 | -2 | 0.1 | -8 | -5
CSc1cccc(NC(=O)/C=C/c2ccccc2)c1 | -2 | -14 | -5 | -7 | -1 | -4 | 2.6 | 1 | 23
CC(=O)Nc1ccc(OCC(=O)NCCc2ccccc2)cc1 | -5 | -9 | -18 | -11 | 0 | -4 | 3.1 | 21 | -8
Cc1cc(C)c2c(N)c3ccccc3nc2n1 | 1 | 8 | -7 | -5 | 11 | 78* | 49 | 53* | -7
O=C(Nc1cc(C(=O)N2CCCC2)ccc1N1CCCC1)c1ccccc1 | -1 | -16 | -10 | -13 | 0 | 2 | 0.5 | 5 | -6
Cc1ccc(C)c(NC(=S)NC23CN4CN(CN(C4)C2)C3)c1 | -2 | 2 | -21 | 19 | 1 | 1 | 2.4 | 17 | -13
CC(=O)c1ccc(S(=O)(=O)Nc2ccc(-c3ccc4nnc(C)n4n3)cc2)cc1 | -14 | 4 | -7 | -7 | -1 | 0 | 2.5 | 4 | 13
Clc1ccc(-c2cnc3n2CCC3)cc1 | -6 | -1 | -2 | -22 | 2 | 36 | 0.0 | 10 | -9
COc1cc(C(=O)NCC(=O)OCCN2C(=O)c3ccccc3C2=O)cc(OC)c1OC | 3 | -8 | -12 | 0 | -2 | 1 | 0.6 | 9 | 6
CCC(C)Nc1nc2c(c(=O)n(C)c(=O)n2C)n1Cc1ccc(F)cc1 (centres undefined) | -1 | -12 | 22[fluorescence artefact?] | 3 | 1 | -2 | 0.1 | 0 | 2
CCCN1CCC(N(C)CCc2ccc(OC)c(OC)c2)CC1 | 13 | -4 | 33[fluorescence artefact?] | -18 | -1 | -5 | 0.3 | 0 | -14
CCSC1=C(C#N)C(c2cccc(O)c2)CC(=O)N1 (centres undefined) | -1 | -3 | 7 | -16 | 1 | -1 | -0.4 | 0 | 2
CCOc1ccc(NC(=O)C2CCN(c3nnnn3-c3ccccc3)CC2)cc1 | 0 | -7 | 0 | 13 | -2 | -1 | -0.4 | 6 | 0
Cc1ccc(SC[C@H](CC(C)C)N2CCN(C)CCC2=O)cc1 | -9 | 15 | -3 | -8 | 2 | 1 | -0.2 | 25 | -13
COc1cc(C(=O)Nc2ccc(S(=O)(=O)N3CCCCC3C)cc2)cc(OC)c1OC (centres undefined) | -6 | -9 | -5 | -15 | -4 | 0 | 5.1 | -1 | 1
Cc1nnc(SCC(=O)Nc2ccc3c(c2)COC3=O)n1-c1ccccc1 | -2 | -1 | 10 | -11 | 0 | -2 | -0.3 | 24 | -9
Cc1c(NC(=O)C2CCCN2C(=O)c2cccs2)c(=O)n(-c2ccccc2)n1C (centres undefined) | 9 | -3 | -7[fluorescence artefact?] | -23 | nt | nt | 0.1 | -1 | 8

Screens from PubChem.
